TDP1 cell noCPT – qHTS for Inhibitors of human tyrosyl-DNA phosphodiesterase 1 (TDP1): qHTS in cells in absence of CPT; DT40 Tdp1-/- hTDP1 cells, no CPT, ATP luminescence, 48 h; AID 686978, 2013; actives 15% (n = 420,000); Potency, µM (top dose mostly 46.2 µM), for inactives: at the top dose activity change, negative = growth inhibition, usual class: inhibitors; further: nearly all actives have a fitted effect of over 55% in size
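Growth kinetics read by CellTiter-Glo luminescence after ≥48 hr at 37 °C. Cells: DT40 Tdp1-/- stably carrying human TDP1, 400 per well, compound exposure in the absence of CPT (DMSO vehicle).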
TDP1 block – qHTS Assay for Inhibitors of Tyrosyl-DNA Phosphodiesterase (TDP1). Tyrosyl-DNA phosphodiesterase 1 (Homo sapiens), Q9NUW8. recombinant TDP1, AlphaScreen DNA substrate cleavage. Potency, µM (series often up to 130 µM), for the others: at the highest dose activity change, negative = inhibition, hits mostly inhibitors. actives 0.28% (n = 350,000). AID 485290, 2010; further: nearly all actives have a fitted effect of over 40% in size
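Here, a 5' biotin and 3' phosphotyrosine-FITC DNA oligonucleotide reports Tdp1 activity: intact substrate bridges AlphaScreen beads, while cleavage leaves a 3' phosphate and drops signal. All incubations at room temperature.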
GCN5L2 inh – qHTS Assay for Inhibitors of GCN5L2. Histone acetyltransferase KAT2A (Homo sapiens), Q92830. Potency, µM (titrated, usually from 58.9 µM), without a hit: at the top dose activity change, negative = inhibition, most hits filed as inhibitors. GCN5L2 HAT assay, ThioGlo1 CoA-SH fluorescence. actives 0.21% (n = 390,000)
Target sequence (Q92830 whole entry, looked up): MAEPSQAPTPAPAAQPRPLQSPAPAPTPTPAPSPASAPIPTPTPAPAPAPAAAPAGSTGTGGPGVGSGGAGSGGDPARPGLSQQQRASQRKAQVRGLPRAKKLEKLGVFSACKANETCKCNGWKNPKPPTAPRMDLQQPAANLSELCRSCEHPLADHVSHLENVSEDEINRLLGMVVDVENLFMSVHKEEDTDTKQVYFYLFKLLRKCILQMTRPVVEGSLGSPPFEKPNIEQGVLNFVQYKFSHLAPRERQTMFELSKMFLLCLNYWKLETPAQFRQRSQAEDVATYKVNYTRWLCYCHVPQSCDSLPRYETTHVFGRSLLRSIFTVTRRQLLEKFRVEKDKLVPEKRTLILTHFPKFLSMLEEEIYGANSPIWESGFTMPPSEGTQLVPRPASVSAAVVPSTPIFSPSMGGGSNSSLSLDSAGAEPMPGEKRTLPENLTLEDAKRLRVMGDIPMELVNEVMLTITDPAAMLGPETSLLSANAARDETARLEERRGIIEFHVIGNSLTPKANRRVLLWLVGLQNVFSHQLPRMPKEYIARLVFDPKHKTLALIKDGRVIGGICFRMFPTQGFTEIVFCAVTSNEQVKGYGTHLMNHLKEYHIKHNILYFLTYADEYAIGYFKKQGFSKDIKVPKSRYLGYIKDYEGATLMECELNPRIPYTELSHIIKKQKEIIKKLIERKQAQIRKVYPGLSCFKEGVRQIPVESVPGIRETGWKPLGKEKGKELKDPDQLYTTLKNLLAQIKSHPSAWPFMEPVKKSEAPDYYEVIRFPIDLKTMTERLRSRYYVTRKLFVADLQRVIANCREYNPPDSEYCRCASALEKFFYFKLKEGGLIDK
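Enzyme at 20nM final was mixed with library compounds for 15 min at room temperature. Peptide H3(1-25) at 75uM, acetyl-CoA at 70uM and ThioGlo1 at 50uM were then added. Plates were read immediately and after 20 min (Ex340nm/Em540nm).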
Numbers without * were called inactive; ? = inconclusive; / = no result given; [ ] = remark or other dose. The call rests on the fitted dose curve; in most records, active means well fitted curve in the direction sought with a large enough effect; inconclusive means small, poorly fitted or top-dose-only effect, or another doubt; inactive means no such curve, though single readings can be large; an effect the other way counts as inactive or inconclusive. On the % scale 0 is the no-effect control and ±100 the full control effect; potency means the concentration at half of the fitted maximal effect. This is a subset; count on the stated rates, not on these rows.

SMILES | TDP1 cell noCPT | TDP1 block | GCN5L2 inh
O=C(CCCC(=O)OCC(Cl)=C(Cl)Cl)Nc1ccccc1F | 2% | -1% | 1%
Cc1noc(C)c1CSCC(=O)Nc1nc2ccc(Oc3ccccc3)cc2s1 | ? | 4% | -1%
CC1(C)C(C=C(Cl)Cl)C1C(=O)Nc1ccc(S(=O)(=O)Nc2ncccn2)cc1 (centres undefined) | 3% | / | -4%
Cc1nn(Cc2c(Cl)cccc2Cl)c(C)c1NC(=O)c1sc2ccccc2c1Cl | 16µM* | -1% | -3%
COc1ccccc1NC(=O)C1=C(C)Nc2nnnn2C1c1cc(Br)ccc1OC (centres undefined) | ? | 3% | ?
Cn1c2c(c(=O)n(C)c1=O)C(c1ccc(Br)cc1)Nc1ccccc1O2 (centres undefined) | ? | 1% | -8%
Cc1ccc2sc(N(CCCN(C)C)C(=O)c3ccc(S(=O)(=O)N(C)C4CCCCC4)cc3)nc2c1C | 5.8µM* | / | -6%
Cc1ccc2nc(SCC(=O)Nc3ccc4c(c3)OCO4)nc(=O)n2c1 | -12% | -5% | 3%
CCCCn1c(N)c(N(CCOC)C(=O)c2ccc3c(c2)C(=O)N(c2cc(C)ccc2C)C3=O)c(=O)[nH]c1=O | 0% | 4% | -3%
O=S(=O)(c1ccc(Cl)cc1)N1CCN(C(=S)Nc2ccccc2F)CC1 | -12% | 0% | -9%
O=C(NCCc1ccc(Cl)cc1)C1CCC(CNc2c(N3CCCCC3)c(=O)c2=O)CC1 (centres undefined) | ? | 3% | -3%
COc1ccc2c(c1)C(=O)CCC2c1ccccc1 (centres undefined) | ? | / | 2%
Cc1ccn(C(=O)c2cc3ccccc3oc2=O)n1 | / | 1% | -5%
CC1CC2=C(NC(=S)NC2c2ccc(F)cc2)/C(=C/c2ccc(F)cc2)C1 (centres undefined) | ? | 12% | -20%
CCc1ccc(C2=NN(CCC(=O)NC3CCCCCC3)C(=O)CC2)cc1 | ? | 3% | -16%
CC(OC(=O)c1ccc2c(c1)OCO2)C(=O)NC1CCCCC1C (centres undefined) | -18% | -5% | 1%
Cc1ccc(C)c2[nH]c(=O)c(CCNC(=O)C(C)(C)C)cc12 | 2% | -5% | 1%
CCCCCCSc1ccc([C@H]2N[C@@](C)(C(=O)OC)[C@H]3C(=O)N(C)C(=O)[C@@H]23)cc1 | -76% | -4% | -14%
Cn1c(=O)n(C)c2cc(S(=O)(=O)O)ccc21 | -3% | 2% | ?
CCCNC(=O)c1nc(C)n(-c2ccc([N+](=O)[O-])cc2)n1 | -24% | 1% | -7%
COCCNC(=O)c1ccc(C2SCC(=O)N2Cc2ccco2)cc1 (centres undefined) | -1% | 3% | -5%
CC(=O)c1ccc(NC(=O)CC2Oc3ccc(C)cc3NC2=O)cc1 (centres undefined) | -29% | 3% | 2%
COc1ccc(CCNC(=O)CSc2nc3[nH]ncc3c(=O)n2-c2ccccc2Br)cc1OC | -9% | 3% | -2%
CCCCCC(=O)Nc1cccc(C2=NOC3(C2)C[C@H](C(N)=O)N(C(=O)CCCCC)C3)c1 (some centres undefined) | -25% | 5% | 1%
Cc1cc(C)n(CC(=O)Nc2ccc([N+](=O)[O-])cc2)n1 | -1% | 1% | 3%
COCC(=O)n1cc(C(=O)OC)c2ccccc21 | 2% | 7% | -2%
COc1ccc(S(=O)(=O)CCC(=O)N2CC(=O)N(CCc3ccccc3)C(=O)C2)cc1 | -3% | 9% | 0%
Cc1ccccc1NC(=S)Nc1ccccn1 | ? | 1% | 2%
Cc1ccc2nc(-c3ccccc3)cc(C(=O)N3CCc4ccccc4C3)c2c1 | ? | 2% | -2%
COc1c(C)cc(C(=O)C2CCCN(C(=O)c3cccc(-n4cccn4)c3)C2)cc1C (centres undefined) | ? | 3% | -5%
C=CCNC(=O)C12CC3CC(C1)CC(C(=O)NCC=C)(C3)C2 | -13% | -5% | 2%
COc1ccc(CCCc2n[nH]c(=S)o2)cc1 | -8% | 5% | -8%
CCc1ccccc1N(CC(=O)N1CCc2ccccc2C1)S(C)(=O)=O | ? | 3% | -3%
COc1ccc(C(=O)Nc2cccc(-c3nnc(-c4ccco4)o3)c2)cc1 | 16µM* | -3% | 0%
CCOC(=O)c1ccc(NC(=O)c2oc3ccc4c(c3c2C)C(=O)CC(C)(CC)O4)cc1 (centres undefined) | 21µM* | -5% | -8%
COc1ccc(-c2[nH]nc3c2C(c2ccccc2OC(=O)N2CCOCC2)C(C#N)=C(N)O3)cc1 (centres undefined) | -16% | 6% | -5%

Complete entries, looked up by structure. Screens in order: TDP1 cell noCPT, TDP1 block, GCN5L2 inh
Shown for COc1ccc(C(=O)Nc2cccc(-c3nnc(-c4ccco4)o3)c2)cc1 : 16µM*, -3%, 0%
Shown for COc1ccc(-c2[nH]nc3c2C(c2ccccc2OC(=O)N2CCOCC2)C(C#N)=C(N)O3)cc1 (centres undefined) : -16%, 6%, -5%

(cont.)
SMILES | TDP1 cell noCPT | TDP1 block | GCN5L2 inh
COc1cccc(CNC(=O)c2cc(S(=O)(=O)N3CCCCC3)cn2C)c1 | ? | 3% | 3%
CCOc1cc(C)c(Cl)cc1S(=O)(=O)NCc1ccc2c(c1)OCO2 | ? | 2% | -2%
CCOC(=O)C1CCN(C(=O)CN(c2ccc3c(c2)OCO3)S(C)(=O)=O)CC1 | -3% | -3% | /
Cc1ccccc1NC(=O)CSc1ccncc1 | -3% | 3% | -3%
COC(=O)c1cc(=O)n(-c2ccc(C(F)(F)F)cc2)[nH]1 | -12% | 5% | -3%
COc1ccc(/C=C/C2=NC(=C\N(C)C)/C(=O)O2)cc1 | -17% | 3% | -12%
CCOc1nc(NCc2ccco2)nc(Nc2ccc(OC)cc2)n1 | ? | 12% | -27%
COc1ccc(/C=N/N=C/c2ccc(OC)cc2)cc1 | -7% | / | -2%
CCN(CC)S(=O)(=O)c1cccc(-c2n[nH]c(=S)n2C(C)COC)c1 (centres undefined) | -1% | -8% | -6%
COCCN1Cc2c(sc(C)c2C)N(C(=O)c2ccccc2)C1 | ? | 9% | -2%
COCC(CN1CCN(C2=NS(=O)(=O)c3ccccc32)CC1)OC(=O)c1ccc(OC)cc1 (centres undefined) | -3% | / | -2%
CCCCC/S(CC1CC1(Cl)Cl)=N\S(=O)(=O)c1ccc(C)cc1 (centres undefined) | ? | 3% | -7%
Cc1occc1-c1nnc(SCC(=O)c2ccc(F)cc2)n1Cc1ccco1 | ? | 10% | -10%
CCOc1ccc(NC(=O)CSc2oc(-c3ccc(F)cc3)nc2S(=O)(=O)c2ccc(C)cc2)cc1 | 6.5µM* | -3% | 3%
COc1ccc(-c2c(C)nc3c(-c4ccc(F)cc4)cnn3c2N)cc1 | -14% | / | -1%
O=C(C1CC1)N(CCN(C(=O)C1CC1)c1ccccc1)c1ccccc1 | ? | 2% | -9%
Cc1cccc(C(=O)OCC(=O)N(C)CC(=O)Nc2ccc(Cl)c(C(F)(F)F)c2)c1 | ? | -4%[56.1 µM] | -1%
Cc1ccc(C)c(NC(=O)C2Cc3ccccc3CN2C(=O)OCc2ccccc2)c1 (centres undefined) | 21µM* | 0% | -6%
CCc1cccc(C)c1NC(=O)CN(C)S(=O)(=O)c1ccc(-c2ccc(=O)[nH]n2)s1 | -18% | 2% | 0%
CN(CC(=O)Nc1ccc(N2CCOCC2)cc1)Cc1cc(=O)n2ccsc2n1 | ? | 2% | -3%
CCOC(=O)/C(C#N)=C/c1ccc(OCC(=O)Nc2ccc(OC)cc2)c(OC)c1 | -12% | 3% | -5%
C[C@@H]1Cc2c(O)c(O)cc(O)c2C(=O)O1 | ? | / | -12%
O=C(c1ccc(Cl)c(S(=O)(=O)N2CCCCCC2)c1)N1CCN(CCO)CC1 | -7% | 2% | -3%
Cc1ccc(S(=O)(=O)c2nnn(-c3ccc(F)c(Cl)c3)c2N)cc1 | ? | 9% | -4%

Structural class, the compounds so far with an aryl thioether with sulfur outside any ring.
SMILES | TDP1 cell noCPT | TDP1 block | GCN5L2 inh
Cc1ccc2nc(SCC(=O)Nc3ccc4c(c3)OCO4)nc(=O)n2c1 | -12% | -5% | 3%
CCCCCCSc1ccc([C@H]2N[C@@](C)(C(=O)OC)[C@H]3C(=O)N(C)C(=O)[C@@H]23)cc1 | -76% | -4% | -14%
COc1ccc(CCNC(=O)CSc2nc3[nH]ncc3c(=O)n2-c2ccccc2Br)cc1OC | -9% | 3% | -2%
Cc1ccccc1NC(=O)CSc1ccncc1 | -3% | 3% | -3%
Cc1occc1-c1nnc(SCC(=O)c2ccc(F)cc2)n1Cc1ccco1 | ? | 10% | -10%
CCOc1ccc(NC(=O)CSc2oc(-c3ccc(F)cc3)nc2S(=O)(=O)c2ccc(C)cc2)cc1 | 6.5µM* | -3% | 3%

New compounds follow:
SMILES | TDP1 cell noCPT | TDP1 block | GCN5L2 inh
COc1ccc(/C=C2\SC(=O)N(CC(=O)N(C)C3CCS(=O)(=O)C3)C2=O)cc1 (centres undefined) | 1% | -3% | -12%
CCCCc1ccc(NS(=O)(=O)N(C)C)cc1 | -10% | 5% | -4%
C=CCON/C(CCC)=C1\C(=O)C(C(=O)OC)C(C)(C)CC1=NC (centres undefined) | -4% | 2% | -1%
CCOc1cc(C(=O)Nc2ccc(S(=O)(=O)Nc3cc(C)on3)cc2)cc(OCC)c1OCC | 5% | 3% | -7%
CCOc1ccc(OCCC(=O)OCC(=O)NC2CCCCC2)cc1 | -3% | -4%[56.1 µM] | -8%
Cc1ccc2c(c1)-n1c(nc3ccccc3c1=O)C(Cc1ccccc1)NC2=O (centres undefined) | / | 2% | -3%
COc1ccc(-n2c(C)c(C)c3c(NCCN(C)C)ncnc32)cc1 | 0% | / | -11%
CC(C)(C)[C@H]1COC(=O)CCC/C=C/C[C@H](CC(=O)N(CCO)Cc2ccccc2)C(=O)N1 | ? | -1% | 2%
COC1CCCN(Cc2cn(C)nc2-c2ccc(Oc3ccccc3)cc2)C1 (centres undefined) | -27% | 3% | -9%
CC(=O)NCCNC(=O)CCCc1nnc2n(C)c(=O)c3sccc3n12 | -8% | 3% | 1%
CC(Sc1nc2ccccc2o1)C(=O)O (centres undefined) | 5% | 4% | 2%
COc1ccc(CCNC(=O)COc2ccc(N(C)S(=O)(=O)c3ccc(C)cc3)cc2)cc1 | ? | 5% | -6%
CCSc1nnc(-c2sc3nnc(-c4ccccc4)c(-c4ccccc4)c3c2N)o1 | 23µM* | -6% | -11%
O=C(O)CCNC(=O)c1ccc(NC(=O)C(c2ccccc2)c2ccccc2)cc1 | 3% | / | 2%
Cc1c(C(=O)Nc2ccccc2)sc2nc[nH]c(=O)c12 | -9% | 2% | -3%
CCN(C(=O)COc1cc(=O)n(C)c2ccccc12)c1cccc(Cl)c1 | ? | 4% | -8%
Cc1c(C(=O)N2CCN(c3ccccn3)CC2)cccc1[N+](=O)[O-] | 4% | -1% | -5%
Cc1ccccc1CN1CCN(c2nc3ccccc3s2)CC1 | -15% | / | 16%
Cc1ccc2nc(-c3ccc(N4C(=O)CC(N5CCC(C(N)=O)CC5)C4=O)cc3)sc2c1 (centres undefined) | / | 1% | -3%
CCOC(=O)C1=C(COC(=O)COc2cc(C)ccc2C)NC(=O)NC1C (centres undefined) | -10% | / | -24%
CC(=O)Nc1ccc(S(=O)(=O)N(Cc2ccccc2)c2ccccn2)cc1 | -7% | / | -5%
COc1cccc(-c2cn3nc(C)c(C)nc3n2)c1 | ? | 5% | -8%
COCCNC(=O)C(=O)Nc1ccc2c(c1)N(S(=O)(=O)c1cccs1)CCC2 | 1.5µM* | 0% | 1%
CC1(C)CC(=O)C(N=Nc2ccc(-c3ccccc3)cc2)=C(O)C1 | 3% | 2% | -6%
Cc1ccc(S(=O)(=O)/N=C(\N)Nc2nc(C)c3ccc(C)cc3n2)cc1 | ? | 5% | -19%
CCNC(=O)c1ccccc1-c1nc(-c2ccccc2OC)no1 | ? | 3% | 1%
CC(C)(C)OC(=O)[C@H](Cc1ccccc1)NC(=O)c1[nH]cnc1C(=O)N[C@@H](Cc1ccccc1)C(=O)OCc1ccccc1 | 23µM* | / | -17%
COc1cc2c(cc1OC)C(c1ccccc1Br)NC(=O)C2 (centres undefined) | 8% | / | -9%
NC(=S)Nc1ccc2c(c1)OCO2 | 0% | 0% | -8%
COC(=O)c1[nH]c2ccccc2c1NC(=O)CN1CCN(c2cccc(Cl)c2)CC1 | 16µM* | 5% | ?

High-throughput results from PubChem.
